High-throughput results (PubChem)
C diff growth: inhibitors of Clostridium difficile growth. Clostridium difficile clinical isolate growth, OD600, 24 h; active compounds read low. growth activity, negative = inhibition, % at 16 µg/mL (by protocol). 0.25% of 86,000 active. AID 1259249;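 active means mean growth activity at or below -80% and every replicate also at or below -80%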;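 further: 0% = DMSO wells and -100% = levofloxacin 16 µg/mL wells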
* hit, by the source's call. This is a subset (hit frequency here may not be typical).

SMILES | C diff growth
CC(C)(C)OC(=O)COc1cccc(C(=O)CCN2CCOCC2)c1 | -15
CC(C)c1ccc(-n2nnnc2SCc2nc(N)nc(N)n2)cc1 | -2
CC(C)(C)[C@@H]1C=C(C(=O)N2CCCCCCC2)O[C@H](OCCCCO)C1 | -4
COC(=O)c1c2oc(c1C(=O)OC)C(=O)N[C@@H](Cc1ccccc1)Cn1cc(nn1)CNC(=O)[C@@H](Cc1ccccc1)NC(=O)N[C@@H](CO)CC2 | -15
O=C(C1=C[C@H](C2CCCCC2)C[C@H](OCc2ccc(CO)cc2)O1)N1CCCC1 | 7
C#Cc1ccc([C@H]2C=C(C(=O)N3CCOCC3)O[C@@H](OCCCCO)C2)cc1 | -10
C=CCOC(=O)[C@H]1[C@@H]2C(=O)O[C@@H](c3ccccc3)[C@@H](c3ccccc3)N2[C@@H](c2ccc(OCCOC(=O)[C@H]3C[C@H]4C(=O)NCC(=O)N4[C@H]3c3ccc(O)cc3)cc2)[C@]12C(=O)Nc1ccccc12 | 8
C[C@H]1C=C(C(=O)Nc2ccccc2)O[C@@H](OCCCCO)C1 | -3
O=C(NCCN1CCOCC1)[C@@]1(CCS(=O)(=O)c2ccccc2)COC(c2ccc(OCCCO)cc2)=N1 | -4
O=C(NCc1nc2ccccc2[nH]1)C1=C[C@H](c2ccc(Br)cc2)C[C@H](OCCCCO)O1 | 9
CC(C)(C)[C@H]1C=C(C(N)=O)O[C@@H](OCc2ccc(CO)cc2)C1 | -2
O=C(C1=C[C@H](c2coc3ccccc3c2=O)C[C@H](OCc2ccc(CO)cc2)O1)N1CCCCCCC1 | 4
CC(=O)[C@]12O[C@@]3(COC[C@H](c4ccccc4)N3C1=O)[C@H]1C(=O)N(c3ccccc3)C(=O)[C@H]12 | -14
O=C(O)C1=C[C@@H](c2ccc(Br)cc2)C[C@@H](OCc2ccc(CO)cc2)O1 | -12
C=CCOC(=O)C1=C[C@H](c2cn(C(C)=O)c3ccccc23)C[C@H](OCc2ccc(CO)cc2)O1 | 2
Cc1nc(S(=O)(=O)NC2CCN(Cc3ccc(OCCO)cc3)CC2)cn1C | 0
COC(=O)[C@H](Cc1ccccc1)N1C(=O)O[C@@H](Cc2ccccc2)[C@H]1/C=C/C1CC1 | 17
O[C@@H](Cc1ccccc1)[C@@H](/C=C/C1CC1)N(CC#Cc1ccccc1)Cc1ccccc1Br | -1
C=CC1c2ccccc2/C=C(C(=O)OC)\C(C(=O)OC)=C/N1Cc1ccc(OC)cc1 (stereo not given) | 2
C#Cc1ccc([C@H]2C=C(C(=O)NCc3ccccc3)O[C@@H](OCC)[C@@H]2CCCO)cc1 | 24
CC(C)NC(=O)[C@@]1(C)c2ccccc2C(=O)N(Cc2ccccc2)[C@H]1c1ccc(CO)cc1 | -10
COC(=O)[C@H](Cc1ccccc1)N1CC(C)(OC)O[C@@H](Cc2ccccc2)[C@H]1/C=C/C1CC1 (stereo not given in full) | -31
COCCOC(=O)N1C(=O)[C@@]2(c3ccccc31)[C@H](C(=O)Nc1nc3ccccc3s1)[C@H]1C(=O)O[C@H](c3ccccc3)[C@H](c3ccccc3)N1[C@@H]2c1ccc(OCCO)cc1 | -3
O=C(C1=C[C@@H](c2coc3ccccc3c2=O)C[C@@H](OCCCCO)O1)N1CCOCC1 | -2
O=C(C1=C[C@@H](c2coc3ccccc3c2=O)C[C@@H](OCCCCO)O1)N1CCN(Cc2ccccc2)CC1 | -4
COc1ccc([Si](C)(C)[C@@H]2[C@@H](CCn3cc(CCO)nn3)O[C@]3(C(=O)N(Cc4ccc(N5CCC5=O)cc4)c4ccccc43)[C@H]2C)cc1 | 1
COC(=O)C(CC#Cc1ccc2c(c1)[C@]1(C(=O)N2)[C@H](c2ccc(OCCO)cc2)N2[C@H](c3ccccc3)[C@H](c3ccccc3)OC(=O)[C@H]2[C@@H]1C(=O)N1CCCCCCC1)C(=O)OC | 3
COC(=O)c1c2oc(c1C(=O)OC)C(=O)N(C)Cc1cn(nn1)C[C@@H](C)NC(=O)N[C@H](CO)CC2 | -1
CCO[C@H]1OC(C(=O)N2CCCCCCC2)=C[C@@H](c2ccc(C(F)(F)F)cc2)[C@@H]1CCCO | 10
NC(=O)[C@@H]1[C@H]2C(=O)O[C@H](c3ccccc3)[C@H](c3ccccc3)N2[C@H](c2ccc(O)cc2)[C@@]12C(=O)Nc1ccccc12 | 3
O=C1[C@@H]2[C@@H](CC(COc3ccccc3)=C3[C@@H](c4ccccc4)OB(O)C[C@@H]32)C(=O)N1Cc1ccccc1 | 1
O=C(O)C1=C[C@@H](c2ccc3c(c2)OCO3)C[C@@H](OCc2ccc(CO)cc2)O1 | -3
COc1ccc(NC(=O)O[C@H]2[C@H](OC(=O)Nc3ccc4c(c3)OCO4)[C@H](OC(=O)Nc3ccc4c(c3)OCO4)[C@@H](OC)O[C@@H]2CO)cc1 | 14
NC(=O)[C@H]1[C@@H]2C(=O)O[C@@H](c3ccccc3)[C@@H](c3ccccc3)N2[C@@H](c2ccccc2OCCO)[C@]12C(=O)Nc1ccccc12 | -21
COc1cc(O)c2c(c1)oc(=O)c1c3cc(O)c(O)cc3oc21 | -6
C#CCNC(=O)C1=C[C@H](c2ccc3c(c2)OCO3)C[C@H](OCc2ccc(CO)cc2)O1 | 8
C=CCOC(=O)[C@H]1[C@@H]2C(=O)O[C@@H](c3ccccc3)[C@@H](c3ccccc3)N2[C@@H](c2ccc(OCCOC(=O)[C@H]3C[C@H]4C(=O)N[C@@H](CC(C)C)C(=O)N4[C@H]3c3ccc(O)cc3)cc2)[C@]12C(=O)Nc1ccccc12 | 0
COc1ccc([Si](C)(C)[C@@H]2[C@@H](CCO)O[C@]3(C(=O)N(Cc4cccc(N5CCCCC5=O)c4)c4ccccc43)[C@H]2C)cc1 | -3
COc1ccc([C@H]2C[C@H]3C(Br)=CC2C(=O)[C@]32CO2)cc1OC | -7
COc1ccc(NC(=O)C(OC(=O)c2ccccc2)c2cccs2)cc1 (stereo not given) | -5
C=CCOC(=O)C1=C[C@H](c2coc3ccccc3c2=O)C[C@H](OCCCCO)O1 | -3
C=CCOC(=O)C1=C[C@@H](c2ccc(C(F)(F)F)cc2)[C@H](CCCO)[C@@H](OCC)O1 | 4
O=C(NC1CC1)C1=C[C@@H](c2ccc3c(c2)OCO3)C[C@@H](OCc2ccc(CO)cc2)O1 | 17
NC(=O)[C@H]1[C@@H]2C(=O)O[C@@H](c3ccccc3)[C@@H](c3ccccc3)N2[C@@H](c2ccc(O)cc2)[C@]12C(=O)Nc1ccc(C#CCCO)cc12 | -2
O=C1[C@@H]2[C@@H](CC(COc3ccccc3)=C([C@H](O)c3ccccc3)[C@@H]2CO)C(=O)N1Cc1ccccc1 | -6
O=S(=O)(c1ccc(-c2ccccc2)cc1)N1CCN(Cc2ccc(OCCO)cc2)CC1 | 0
O=C1C[C@@](C(=O)NCCN2CCOCC2)(c2ccc([N+](=O)[O-])cc2)[C@@H](c2ccc(CO)cc2I)N1CC12CC3CC(CC(C3)C1)C2 | -7
O=c1n(-c2ccccc2)c(=O)n2n1CC(COc1ccccc1)=C1[C@@H](c3ccccc3)OB(O)C[C@@H]12 | 3
C#CCNC(=O)C1=C[C@@H](C(C)(C)C)[C@H](CCCO)[C@@H](OCC)O1 | -4
CC(=O)n1cc([C@H]2C=C(C(=O)N3CCOCC3)O[C@@H](OCCCCO)C2)c2ccccc21 | -5
CC(=O)n1cc([C@@H]2C=C(C(=O)N3CCCCCCC3)O[C@H](OCc3ccc(CO)cc3)C2)c2ccccc21 | 7
Cn1cc(C[C@@H](N)C(=O)O)c2ccccc21 | -7
Cc1ccc(S(=O)(=O)N[C@H](C(=O)NCCN=[N+]=[N-])C(C)C)cc1 | -8
CCO[C@H]1OC(C(=O)Nc2ccccc2)=C[C@@H](c2coc3ccccc3c2=O)[C@@H]1CCCO | 7
Cn1c(N)c(C#N)c(-c2ccccc2)c(C#N)c1=O | -10
NC(=O)C1=C[C@H](C2CCCCC2)C[C@H](OCc2ccc(CO)cc2)O1 | -6
COc1ccc(NC(=O)O[C@H](c2ccc(OC)c(O)c2)[C@@H](CCO)OC)cc1 | -5
O=C1CS(=O)(=O)C(c2ccccc2)N1c1ccc(Cl)cc1 (stereo not given) | 1
COc1ccc(NC(=O)O[C@H]2[C@H](OC(=O)Nc3ccc4c(c3)OCO4)[C@@H](OC(=O)Nc3ccc4c(c3)OCO4)[C@@H](OC)O[C@@H]2CO)cc1 | 11
O=C(C1=C[C@H](C2CC2)C[C@H](OCCCCO)O1)N1CCOCC1 | -5

Another view of some results above.
structure	C diff growth
COc1ccc(NC(=O)O[C@H]2[C@H](OC(=O)Nc3ccc4c(c3)OCO4)[C@@H](OC(=O)Nc3ccc4c(c3)OCO4)[C@@H](OC)O[C@@H]2CO)cc1	11
O=C(C1=C[C@H](C2CC2)C[C@H](OCCCCO)O1)N1CCOCC1	-5

Other records:
SMILES | C diff growth
C=CCOC(=O)C(=O)/C=C/c1ccc(OC)cc1 | -10
COc1ccc(C#Cc2ccc3c(c2)[C@]2(C(=O)N3)[C@H](c3ccc(O)cc3)N3[C@H](c4ccccc4)[C@H](c4ccccc4)OC(=O)[C@H]3[C@@H]2C(=O)N2CCc3cc(OC)c(OC)cc3C2)cc1 | -5
O=C(C1=C[C@H](c2csc3ccccc23)C[C@H](OCc2ccc(CO)cc2)O1)N1CCOCC1 | 8
CCO[C@H]1OC(C(=O)N2CCN(Cc3ccc4c(c3)OCO4)CC2)=C[C@@H](C2CCCCC2)[C@@H]1CCCO | 11
COC(=O)C(CC#Cc1ccc2c(c1)[C@]1(C(=O)N2)[C@H](c2ccc(O)cc2)N2[C@H](c3ccccc3)[C@H](c3ccccc3)OC(=O)[C@H]2[C@@H]1C(=O)NC[C@H](O)c1ccccc1)C(=O)OC | 4
NC(=O)[C@H]1[C@@H]2C(=O)O[C@@H](c3ccccc3)[C@@H](c3ccccc3)N2[C@@H](c2ccc(OCCO)cc2)[C@]12C(=O)Nc1ccc(C#CC3(O)CCCCCC3)cc12 | 17
CC(C)CNC(=O)[C@@]1(C)c2ccccc2C(=O)N(Cc2ccccc2)[C@H]1c1ccc(CO)cc1 | -4
O=C(NNC(=O)c1csc(-c2cccs2)n1)c1ccc(Cl)cc1 | -12

Among those listed so far, these contain four or more nitrogen atoms.
SMILES | C diff growth
CC(C)c1ccc(-n2nnnc2SCc2nc(N)nc(N)n2)cc1 | -2
COC(=O)c1c2oc(c1C(=O)OC)C(=O)N[C@@H](Cc1ccccc1)Cn1cc(nn1)CNC(=O)[C@@H](Cc1ccccc1)NC(=O)N[C@@H](CO)CC2 | -15
C=CCOC(=O)[C@H]1[C@@H]2C(=O)O[C@@H](c3ccccc3)[C@@H](c3ccccc3)N2[C@@H](c2ccc(OCCOC(=O)[C@H]3C[C@H]4C(=O)NCC(=O)N4[C@H]3c3ccc(O)cc3)cc2)[C@]12C(=O)Nc1ccccc12 | 8
Cc1nc(S(=O)(=O)NC2CCN(Cc3ccc(OCCO)cc3)CC2)cn1C | 0
COCCOC(=O)N1C(=O)[C@@]2(c3ccccc31)[C@H](C(=O)Nc1nc3ccccc3s1)[C@H]1C(=O)O[C@H](c3ccccc3)[C@H](c3ccccc3)N1[C@@H]2c1ccc(OCCO)cc1 | -3
COc1ccc([Si](C)(C)[C@@H]2[C@@H](CCn3cc(CCO)nn3)O[C@]3(C(=O)N(Cc4ccc(N5CCC5=O)cc4)c4ccccc43)[C@H]2C)cc1 | 1
COC(=O)c1c2oc(c1C(=O)OC)C(=O)N(C)Cc1cn(nn1)C[C@@H](C)NC(=O)N[C@H](CO)CC2 | -1
C=CCOC(=O)[C@H]1[C@@H]2C(=O)O[C@@H](c3ccccc3)[C@@H](c3ccccc3)N2[C@@H](c2ccc(OCCOC(=O)[C@H]3C[C@H]4C(=O)N[C@@H](CC(C)C)C(=O)N4[C@H]3c3ccc(O)cc3)cc2)[C@]12C(=O)Nc1ccccc12 | 0
O=C1C[C@@](C(=O)NCCN2CCOCC2)(c2ccc([N+](=O)[O-])cc2)[C@@H](c2ccc(CO)cc2I)N1CC12CC3CC(CC(C3)C1)C2 | -7
Cc1ccc(S(=O)(=O)N[C@H](C(=O)NCCN=[N+]=[N-])C(C)C)cc1 | -8
Cn1c(N)c(C#N)c(-c2ccccc2)c(C#N)c1=O | -10
